Screening results (PubChem)
HP1b binding inh – HTS for Inhibitors of HP1-beta Chromodomain Interactions with Methylated Histone Tails; Chromobox protein homolog 1 (Homo sapiens), P83916; AlphaScreen HP1-beta / biotin-H3K9me3 peptide binding; Potency, µM (series often up to 114 µM), inactives show top-dose activity change, negative = inhibition, most hits filed as inhibitors; 390,000 compounds, 0.56% hits; AID 540317, 2011; further: nearly all actives have a fitted effect of over 70% in size; inactives centre near 23
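AlphaScreen: HP1-beta (50 nM) preformed 30 min with biotin-H3(1-18)K9me3 peptide (50 nM) in PBS pH 7.4, 0.01% Tween-20. Compound added for 30 min at RT, then streptavidin donor/nickel chelate acceptor beads (10 ug/mL) for 30 min.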
Pin1 inhibitor – qHTS Assay to Find Inhibitors of Pin1. Peptidyl-prolyl cis-trans isomerase NIMA-interacting 1 (Homo sapiens), Q13526. Pin1 FP peptide displacement, HiFluor488, 10 min. Potency, µM (series often up to 115 µM), without a hit: top-dose activity, negative = inhibition, usual class: inhibitors. 390,000 compounds, 0.009% hits. AID 504891, 2011; active means well fitted inhibition curve with a large enough effect in the polarisation, with a control signal flat, not every such curve was filed as active; inconclusive means small, poorly fitted or top-dose-only effect, or effect the other way, or a change in a side signal; inactive means no such curve, though single readings can be large or run the other way; the % refers to the polarisation; further: on the % scale 0 is the no-effect control and ±100 the full control effect
JMJD2A Tudor inh – qHTS Assay for Inhibitors of JMJD2A-Tudor Domain. 390,000 compounds, 4.4% hits. AlphaScreen JMJD2A-Tudor / H3K4me3 peptide binding. Lysine-specific demethylase 4A (Homo sapiens), O75164. Potency, µM (top dose mostly 114 µM), without a hit: at the highest dose activity change, negative = inhibition, most hits filed as inhibitors; further: on the % scale 0 is the no-effect control and ±100 the full control effect; nearly all actives have a fitted effect of over 50% in size
Target sequence (O75164 whole entry, looked up, the tested form may be a part): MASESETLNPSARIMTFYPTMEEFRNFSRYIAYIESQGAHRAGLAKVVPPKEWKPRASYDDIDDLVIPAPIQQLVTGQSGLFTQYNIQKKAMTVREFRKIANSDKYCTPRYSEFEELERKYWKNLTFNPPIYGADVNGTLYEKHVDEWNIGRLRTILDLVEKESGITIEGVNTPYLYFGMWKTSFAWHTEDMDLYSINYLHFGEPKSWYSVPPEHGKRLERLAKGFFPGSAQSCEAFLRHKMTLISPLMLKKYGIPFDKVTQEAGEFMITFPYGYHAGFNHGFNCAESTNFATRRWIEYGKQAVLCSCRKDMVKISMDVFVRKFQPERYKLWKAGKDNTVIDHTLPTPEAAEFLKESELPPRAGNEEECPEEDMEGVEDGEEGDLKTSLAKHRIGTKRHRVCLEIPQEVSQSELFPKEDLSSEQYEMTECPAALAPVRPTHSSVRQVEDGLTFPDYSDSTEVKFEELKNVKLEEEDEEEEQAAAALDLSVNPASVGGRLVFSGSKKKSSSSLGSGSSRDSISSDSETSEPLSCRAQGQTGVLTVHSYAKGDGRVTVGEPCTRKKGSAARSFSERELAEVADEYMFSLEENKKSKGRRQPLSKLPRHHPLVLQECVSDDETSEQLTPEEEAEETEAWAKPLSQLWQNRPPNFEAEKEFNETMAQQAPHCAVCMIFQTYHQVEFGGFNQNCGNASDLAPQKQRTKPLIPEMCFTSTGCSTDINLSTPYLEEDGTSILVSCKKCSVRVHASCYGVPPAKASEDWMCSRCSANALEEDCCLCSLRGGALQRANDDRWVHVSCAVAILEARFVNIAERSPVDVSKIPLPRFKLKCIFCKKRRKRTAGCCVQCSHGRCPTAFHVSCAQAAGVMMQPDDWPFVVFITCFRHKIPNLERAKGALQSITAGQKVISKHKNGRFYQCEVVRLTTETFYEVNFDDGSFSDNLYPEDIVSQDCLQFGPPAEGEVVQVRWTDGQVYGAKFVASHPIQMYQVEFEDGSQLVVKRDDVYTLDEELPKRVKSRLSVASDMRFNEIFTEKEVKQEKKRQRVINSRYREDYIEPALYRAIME
Active calls of the source: *; i = inactive; ? = inconclusive; & = joins results of further samples; [ ] = remark or other dose. Unless noted, the call rests on the fitted dose curve; in most records, active means well fitted inhibition curve with a large enough effect; inconclusive means small, poorly fitted or top-dose-only effect; inactive means no such curve, though single readings can be large or run the other way. Potency means the concentration at half of the fitted maximal effect.

HP1b binding inh | Pin1 inhibitor | JMJD2A Tudor inh | SMILES
24% | -3% | -13% | c1coc(CNc2nc[n+]3c4c2ncn4CC3)c1
8% | 5% | -23% | O=S(=O)(c1cccc(C(F)(F)F)c1)N1CCN(c2nc(-c3cccs3)nc3ccccc23)CC1
48%[activator][57 µM] | 3% | 12%[57.1 µM] | O=S(=O)(/N=C(/Sc1ccc(Cl)cc1)c1ccccc1)c1ccccc1
29% | -1% | -5% | CCCN1CNc2c(c(=O)[nH]c(=S)n2CCc2cccs2)C1
? | 0% | 8.9µM* | N#CCCn1cc(CNCc2cccnc2)c(-c2ccccc2)n1
4% | 42%[activator] | -25% | CC1CC=CC2C1C(=O)N(Cc1ccccc1)C2c1ccoc1 (centres undefined)
22%[57 µM] | 18% | -12%[57.1 µM] | COc1ccccc1-c1nn2c(-c3cc(C)[nH]n3)nnc2s1
-20%[57 µM] | 6% | ? | CCCN1C(=O)c2ccccc2NC1c1ccc(OC)c(COc2ccc([N+](=O)[O-])c(C)c2)c1 (centres undefined)
19%[57 µM] | 1% | -13%[57.1 µM] | CCCNC(=O)Cn1c(SCc2ccccc2C)nc2ccncc21
-23% | ? | 56µM* | O=C(Nc1cc(Cl)ccc1Cl)c1cc([N+](=O)[O-])cc(Br)c1O
25% | 10% | -6% | OB(O)c1ccc(Br)cc1
30% | -2% | -22% | CCCN1CNc2c(c(=O)[nH]c(=S)n2CCc2cccc(OC)c2)C1
21% | -2% | -21% | NC(=O)c1nsc(C(=O)N(CC(=O)NC2CCCCC2)Cc2ccc3c(c2)OCO3)c1N
63%[activator] | -1% | 11% | Nc1ccc2c(c1)C(=O)N(c1ccc3ccccc3c1)C2=O
54%[activator] | -1% | -8% | CCc1nnc(NC(=O)[C@@H]2CCCN2C(=O)c2cccs2)s1
9% | -6% | -9% | COc1ccc(C2/C=C\CN(Cc3ccccc3)C(C)C(=O)N2Cc2ccc(F)cc2)cc1 (centres undefined)
12%[57 µM] | 7% | -10%[57.1 µM] | O=C1c2ccccc2NC(c2ccccc2OCc2ccccc2)N1Cc1ccco1 (centres undefined)
43%[activator] | 2% | -11% | CC(=O)OCC(NC(=O)C(COCc1ccccc1)NC(=O)OC(C)(C)C)C1OC(n2cc(C)c(=O)[nH]c2=O)C(OC(C)=O)C1OC(C)=O (centres undefined)
-2% | 0% | 0% | CC(C)c1nnc(NC(=O)C2CCN(C(=O)C(C)(C)C)CC2)s1
26% | -8% | 3% | COc1ccccc1CCNc1ncnc2nc[nH]c12
? | 2%&0% | 56µM* | S=C(NCCCc1cnc[nH]1)NCCCN(CCc1ccccc1)c1ccc(Br)cn1
2%[57 µM] | -3% | -8%[57.1 µM] | Cc1ccccc1OCC(=O)NCC(C)NC(=O)COc1ccccc1C (centres undefined)
5%[57 µM] | 1% | ? | Cc1ccc2[nH]c(=O)c(CN(CCO)Cc3nnnn3Cc3ccccc3)cc2c1
13% | -3% | -12% | CCCN1CNc2c(c(=O)[nH]c(=S)n2CCc2ccc(Cl)cc2Cl)C1
25% | ? | -6% | CCCC/C=C/[C@H](c1ccccc1)[C@H](CO)Cc1cnc2ccccc2c1
39% | 2% | -10% | Cn1nnc2c(N3CCN(Cc4ccccc4)CC3)ncnc21
25% | 1% | 1% | CCCC[C@H]1CCCO[C@@](C(=O)NCc2ccccn2)(C(F)(F)F)C1
13% | 1% | 6% | O=S(=O)(c1ccc(Br)cc1)N1CCOCC1
57%[activator] | -2% | 1% | Cc1ccc(S(=O)(=O)Nc2cc(Br)cc3cccnc23)cc1
50%[activator] | -3% | -18% | N#Cc1ccc(S(=O)(=O)N2CCN(c3nc(-c4ccccc4)nc4ccccc34)CC2)cc1
21%[57 µM] | -19% | 5%[57.1 µM] | CN1CCN2c3ccccc3CC3(C(=O)OC(C)(C)OC3=O)C2C1 (centres undefined)
37% | 3% | -18% | C=C1C=CS(=O)(=O)N(C(CC(C)C)C(=O)OC)C1 (centres undefined)
34%[57 µM] | 18% | -5%[57.1 µM] | O=C(CNC(=O)C1CCCCC1)OCC(=O)c1ccccc1
60%[activator] | 5% | 2% | C=CCC(O)[C@H](Cc1cnc2ccccc2c1)[C@H](/C=C/CCCC)c1ccccc1 (some centres undefined)
64%[activator] | 2% | -4% | COc1cccc(CNC(=O)COC(=O)c2ccc(S(C)(=O)=O)c([N+](=O)[O-])c2)c1
20% | 10% | -28% | COc1ccc(-c2ccc(OC)c(C3C4C=CCC(C)C4C(=O)N3Cc3ccccc3)c2)cc1 (centres undefined)
37% | 0% | -4% | CCCN1CNc2c(c(=O)[nH]c(=S)n2CCc2ccc(Cl)c(Cl)c2)C1
i | 1%[81.2 µM] | -34%[80.7 µM] | O=S(=O)(c1ccc(Cl)cc1)N1CCN(c2nc(Nc3cc(Cl)ccc3O)nc3ccccc23)CC1
19%[57 µM] | -1% | -2%[57.1 µM] | Cc1ccccc1OCC(=O)NCC(=O)OC(c1ccccc1)c1ccccc1
1%[57 µM] | 37%[activator] | -2%[57.1 µM] | Cc1ccc(Nc2nc(Nc3ccc(Cl)cc3)nc(N3CCOCC3)n2)cc1
13%[57 µM] | 0% | -14%[57.1 µM] | OCC1OC(n2cnc3c(NO)ncnc32)C(O)C1O (centres undefined)
41%[activator] | -7% | -10% | Cc1ccc2nc(-c3ccc(C)o3)c(Nc3ccc(F)cc3)n2c1
8%[57 µM] | -6% | -5%[57.1 µM] | Brc1nc2ncnc(NCc3ccco3)c2[nH]1
45%[activator] | 3% | -6% | O=S1(=O)C2CC3C=CC2(O3)C(O)C(Cc2ccccc2)N1Cc1cccc(C(F)(F)F)c1 (centres undefined)
49%[activator] | -5% | -10% | CC12CCC=CC1C(c1ccc(F)c(Br)c1)N(Cc1ccccc1)C2=O (centres undefined)
11µM* | ? | 3.5µM* | O=C(O)C1Nc2ccccc2C2C=CCC12 (centres undefined)
-2% | ? | ? | Cc1ccc(S(=O)(=O)N2CCN(c3nc(-c4cncn4C)nc4ccccc34)CC2)cc1
24% | 1% | -17% | COc1ccc(S(=O)(=O)N2CCN(c3nc(-c4cccs4)nc4ccccc34)CC2)cc1OC
37% | 5% | -20% | COc1ccc(-c2nc(N3CCN(S(=O)(=O)c4ccc(F)cc4)CC3)c3ccccc3n2)cc1
23% | 2% | -10% | CC(C)(C)c1nnc(NC(=O)C2CCN(C(=O)c3ccccc3)CC2)s1
9%[57 µM] | ? | -10%[57.1 µM] | CNC(=O)c1ccc2nc(-c3ccccc3)c(-c3ccccc3)nc2c1
10%[57 µM] | 3% | 12%[57.1 µM] | Clc1ccc(-c2nn3c(-c4cc(-c5ccccc5)n[nH]4)nnc3s2)cc1
27%[57 µM] | 0% | -15%[57.1 µM] | C=CCn1c(SCC(N)=O)nc2ccccc2c1=O
9% | 8% | 1% | CC1CCN2c3cc(Cl)ccc3CC3(C(=O)OC(C)(C)OC3=O)C2C1 (centres undefined)
4%[57 µM] | 1% | ? | O=c1[nH]cnc2c1[nH]c(=S)n2C1O[C@@H](CO)[C@H](O)[C@@H]1O (some centres undefined)
15%[57 µM] | 2% | -5%[57.1 µM] | Cc1ccc(C2N=C(Nc3nc4ccccc4o3)NC3=C2C(=O)CC(C)(C)C3)cc1 (centres undefined)
18%[57 µM] | 13% | -4%[57.1 µM] | COc1cccc(OCc2cc(C3Nc4ccccc4C(=O)N3c3ccccc3)ccc2OC)c1 (centres undefined)
20%[57 µM] | 6% | -16%[57.1 µM] | COc1ccc(OCCn2c(CCNC(=O)C3CCCCC3)nc3ccccc32)cc1
0% | 43%[activator] | ? | COc1ccc(CN(Cc2ccccc2)C(=O)c2ccc(NC(C)=O)cc2)cc1COc1ccc(NC(C)=O)cc1
33% | 0% | -13% | O=S(=O)(c1ccccc1Br)N1CCN(c2nc(-c3ccccc3)nc3ccccc23)CC1

3 of the compounds above, with tabs.
SMILES	HP1b binding inh	Pin1 inhibitor	JMJD2A Tudor inh
COc1ccc(OCCn2c(CCNC(=O)C3CCCCC3)nc3ccccc32)cc1	20%[57 µM]	6%	-16%[57.1 µM]
COc1ccc(CN(Cc2ccccc2)C(=O)c2ccc(NC(C)=O)cc2)cc1COc1ccc(NC(C)=O)cc1	0%	43%[activator]	?
O=S(=O)(c1ccccc1Br)N1CCN(c2nc(-c3ccccc3)nc3ccccc23)CC1	33%	0%	-13%

Returning to the listing, starting 5 compounds before the break.
HP1b binding inh | Pin1 inhibitor | JMJD2A Tudor inh | SMILES
15%[57 µM] | 2% | -5%[57.1 µM] | Cc1ccc(C2N=C(Nc3nc4ccccc4o3)NC3=C2C(=O)CC(C)(C)C3)cc1 (centres undefined)
18%[57 µM] | 13% | -4%[57.1 µM] | COc1cccc(OCc2cc(C3Nc4ccccc4C(=O)N3c3ccccc3)ccc2OC)c1 (centres undefined)
20%[57 µM] | 6% | -16%[57.1 µM] | COc1ccc(OCCn2c(CCNC(=O)C3CCCCC3)nc3ccccc32)cc1
0% | 43%[activator] | ? | COc1ccc(CN(Cc2ccccc2)C(=O)c2ccc(NC(C)=O)cc2)cc1COc1ccc(NC(C)=O)cc1
33% | 0% | -13% | O=S(=O)(c1ccccc1Br)N1CCN(c2nc(-c3ccccc3)nc3ccccc23)CC1
23% | -12% | -23% | COc1ccc(CNC(=O)c2ccc(C)cc2)cc1
23%[57 µM] | 7% | -4%[57.1 µM] | O=c1[nH]c(=O)c2ncn(C3OC(CO)C(O)C3O)c2[nH]1 (centres undefined)
-26% | 4% | 35µM* | COc1cc(OC)c2c(c1C(CCN1CCCCC1)c1ccc(N(C)C)cc1)OC(=O)CC2c1ccc(N(C)C)cc1 (centres undefined)
0% | 7% | ? | COc1ccc(CN(Cc2ccccc2)C(=O)c2ccco2)cc1COc1ccc(NC(C)=O)cc1
15% | 7% | -9% | C=C1CCN(C(CC(C)C)C(=O)NCc2ccc(OC)cc2)S(=O)(=O)c2ccccc21 (centres undefined)
17%[57 µM] | 1% | -27%[57.1 µM] | Cn1c2c(c3cnc4cc(Cl)ccc4c31)CNCC2
46%&41%[activator] | -2%&-5% | -11%&-9% | COc1cccc(CNc2ncnc3nc[nH]c23)c1
25% | 4% | -4% | O=S(=O)(c1ccc(Cl)cc1)N1CCOCC1
31% | ? | -21% | CS(=O)(=O)c1ccc(C(=O)OCC(=O)N2CC(=O)Nc3ccccc32)cc1[N+](=O)[O-]
46%[activator] | -2% | 7% | CCCCCC/C=C/c1ccc(OC)c(C2C3C=CCC(C)C3C(=O)N2Cc2ccccc2)c1 (centres undefined)
33% | -1% | -19% | CC(C)CC(CSc1ccc(Br)cc1)N1CCN(C)CCC1=O (centres undefined)
40%[activator] | -11% | 0% | C=C1Nc2ccccc2C(=O)N1c1ccc(C(=O)N2CCN(C(=O)c3ccco3)CC2)cc1
39% | -18% | -28% | O=C1C[C@H](c2ccc3ccccc3c2)N1S(=O)(=O)c1ccccc1[N+](=O)[O-]
17% | 9% | -15% | COc1ccc(C2/C=C\CN(C(=O)c3ccc(C)cc3)C(Cc3ccccc3)C(=O)N2Cc2ccc(F)cc2)cc1 (centres undefined)
33% | 13% | -18% | Cc1ccc(S(=O)(=O)N2CCN(c3nc(-c4cccs4)nc4ncccc34)CC2)cc1

Five compounds already listed, ordered by number of heavy atoms, rising.
HP1b binding inh | Pin1 inhibitor | JMJD2A Tudor inh | SMILES
-2% | 0% | 0% | CC(C)c1nnc(NC(=O)C2CCN(C(=O)C(C)(C)C)CC2)s1
21%[57 µM] | -19% | 5%[57.1 µM] | CN1CCN2c3ccccc3CC3(C(=O)OC(C)(C)OC3=O)C2C1 (centres undefined)
25% | 1% | 1% | CCCC[C@H]1CCCO[C@@](C(=O)NCc2ccccn2)(C(F)(F)F)C1
49%[activator] | -5% | -10% | CC12CCC=CC1C(c1ccc(F)c(Br)c1)N(Cc1ccccc1)C2=O (centres undefined)
33% | 0% | -13% | O=S(=O)(c1ccccc1Br)N1CCN(c2nc(-c3ccccc3)nc3ccccc23)CC1

Additional entries:
HP1b binding inh | Pin1 inhibitor | JMJD2A Tudor inh | SMILES
32% | -2% | -12% | C/C=C/C(=O)[C@@H](C)[C@@H](/C=C/C[Si](C)(C)C)c1ccccc1
60%[activator] | 0% | 6% | CC1CC=CC2C1C(=O)N(Cc1ccccc1)C2c1ccc(C(F)(F)F)cc1 (centres undefined)
9%[57 µM] | -1% | -6%[57.1 µM] | N#CN=c1snc(-c2ccccc2Cl)n1-c1ccc(F)cc1
36% | -1% | -9% | Cc1ccc(S(=O)(=O)N2CCN(c3nc(C(N)=O)nc4ccccc34)CC2)cc1
4%[57 µM] | 53%[activator] | ? | Oc1ccc(Br)cc1C1C=C(c2ccc3c(c2)OCO3)NC(c2ccc(Cl)cc2)N1 (centres undefined)
30% | 1% | 6% | O=C(NCCN1CCOCC1)C1(C(F)(F)F)C/C(=C\CCO)CCCO1 (centres undefined)
20% | -1% | -12% | CCCN1CNc2c(c(=O)[nH]c(=O)n2CCc2ccc(OC)c(OC)c2)C1
21%[57 µM] | 2% | -2%[57.1 µM] | COc1nc(C#N)nc(N2CCCC2)n1

An excerpt (hit frequency here may not be typical).
